From PubChem BioAssay
AmpC inh detg – AmpC beta-lactamase inhibition with detergent present. 370,000 compounds, 0.041% hits. P00811. AmpC hydrolysis of nitrocefin, absorbance 480 nm, 0.01% Triton. Potency, µM (series often up to 114 µM), without a hit: at the highest dose activity change, negative = inhibition, usual class: inhibitors. AID 485294;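 also: potency is read from the fitted curve at half-maximal effect; 0% = no-compound wells and -100% = no-enzyme wells; nearly all actives have a fitted effect of over 25% in size; some results filed as inactive show a strong effect at the top dose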
Target sequence (P00811 whole entry, looked up): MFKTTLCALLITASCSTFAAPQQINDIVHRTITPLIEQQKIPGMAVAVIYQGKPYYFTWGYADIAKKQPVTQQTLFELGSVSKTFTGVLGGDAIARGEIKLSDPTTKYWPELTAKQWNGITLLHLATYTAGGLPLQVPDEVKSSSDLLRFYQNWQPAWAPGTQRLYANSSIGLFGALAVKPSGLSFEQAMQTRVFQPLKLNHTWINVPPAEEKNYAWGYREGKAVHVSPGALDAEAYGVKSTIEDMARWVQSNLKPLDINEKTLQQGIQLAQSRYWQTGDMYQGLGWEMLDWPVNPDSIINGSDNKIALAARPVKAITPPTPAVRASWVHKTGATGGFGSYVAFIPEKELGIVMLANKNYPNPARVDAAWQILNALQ
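AmpC (5.3 nM in the dispensed reagent) in 20 mM phosphate pH 7.0 with 0.01% (detergent screen) or 0.0001% Triton X-100 was preincubated with compounds for 15 min at room temperature. Nitrocefin was then added from an 800 uM solution, and hydrolysis was followed at 480 nm.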
Tb PYK inh – inhibitors of Trypanosoma brucei pyruvate kinase; Potency, µM (titrated, usually from 76.8 µM), for inactives: at the top dose activity, negative = inhibition, hits mostly inhibitors; TbPYK enzyme, Kinase-Glo Plus ATP luminescence, 45 min; 410,000 compounds, 0.12% hits; AID 624173; also: potency is read from the fitted curve at half-maximal effect; nearly all actives have a fitted effect of over 50% in size
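Activity of T. brucei pyruvate kinase was followed by Kinase-Glo Plus luminescence after the enzyme reacted 45 min at room temperature with 130 uM ADP (final) and substrate. Test compounds were added before ADP at multiple concentrations.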
HCV inh – HCV inhibition. Potency, µM (highest dose often 41.8 µM), without a hit: at the highest dose activity change, negative = inhibition, usual class: inhibitors. Huh7.5.1 HCVcc-Cre infection, luciferase reporter, 44 h. 340,000 compounds, 3.4% hits; also: potency is read from the fitted curve at half-maximal effect
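Reporter virus HCVcc-Cre (~0.5 moi) infects cells exposed to compound; seeding density 1,000 cells/well with 4 h settling beforehand. Luminescence, 15 sec read, taken 44 h post-infection following a 15 min RT substrate incubation.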
AMA1-RON2 inh – disrupts binding of P. falciparum AMA1 to RON2. 360,000 compounds, 0.2% hits. AlphaScreen AMA1-biotinylated RON2 peptide binding. Potency, µM (doses to about 58.2 µM), for the others: at the top dose activity change, negative = inhibition, most hits filed as inhibitors;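 also: potency is read from the fitted curve at half-maximal effect; 0% = vehicle wells and -100% = peptide control; nearly all actives have a fitted effect of over 45% in size; some results filed as inactive show a strong effect at the top dose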
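AMA1 (3D7) with his tag at 25 nM final met compounds first, then biotinylated RON2 peptide at 25 nM; detection used donor plus acceptor beads, 10 µg/mL apiece, read by AlphaScreen after 30 min at room temperature.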
LmPK inh – LmPK (Leishmania mexicana) enzyme inhibition. Potency, µM (doses to about 57.5 µM), inactives show at the highest dose activity change, negative = inhibition, most hits filed as inhibitors. purified LmPK, Kinase-Glo ATP luminescence, 1 h. 290,000 compounds, 0.37% hits. Q27686; also: potency is read from the fitted curve at half-maximal effect
Target sequence (Q27686 whole entry, looked up): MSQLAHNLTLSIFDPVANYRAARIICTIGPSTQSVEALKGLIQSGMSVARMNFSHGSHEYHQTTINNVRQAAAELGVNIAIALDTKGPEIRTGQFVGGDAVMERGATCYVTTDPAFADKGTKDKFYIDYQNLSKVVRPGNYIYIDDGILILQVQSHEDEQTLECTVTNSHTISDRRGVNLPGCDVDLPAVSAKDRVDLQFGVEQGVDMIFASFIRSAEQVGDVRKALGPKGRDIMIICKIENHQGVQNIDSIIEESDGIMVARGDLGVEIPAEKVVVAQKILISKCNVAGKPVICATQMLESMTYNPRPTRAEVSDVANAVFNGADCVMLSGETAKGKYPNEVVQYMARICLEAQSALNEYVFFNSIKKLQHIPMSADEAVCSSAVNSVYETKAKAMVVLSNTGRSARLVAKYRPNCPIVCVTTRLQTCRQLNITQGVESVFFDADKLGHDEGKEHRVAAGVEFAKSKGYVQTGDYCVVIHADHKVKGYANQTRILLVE
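Purified LmPK (0.1 nM) converted ADP (0.1 mM) to ATP with PEP (0.5 mM) in imidazole buffer pH 7.2 with KCl and MgCl2, 1 h at room temperature. ATP was read by Kinase-Glo luminescence; data normalized to uninhibited and no-enzyme controls.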
HCMV inh – blocks human cytomegalovirus replication. HFF cells, HCMV-luciferase reporter, 72 h; active compounds read low. 410,000 compounds, 4.5% hits. AID 1259415. activity change, negative = inhibition, % at 57.5 µM; in the data active = activity change below about -60%; inconclusive = no clear call, values can overlap the other calls; inactive = above about -39%
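Human foreskin fibroblasts infected with luciferase-reporter HCMV at MOI 1 PFU/cell, compounds at two doses. Luciferase measured 72 h post infection; normalized to buffer-only basal and Salinomycin (10uM) controls.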
AmpC no deterg – inhibitors of E. coli AmpC beta-lactamase without detergent; P00811; AmpC nitrocefin hydrolysis, absorbance 480 nm, 0.0001% Triton; Potency, µM (doses to about 57.1 µM), inactives show at the highest dose activity change, negative = inhibition, usual class: inhibitors; 330,000 compounds, 0.52% hits; AID 485341;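 also: potency is read from the fitted curve at half-maximal effect; plate controls were no compound for no effect and no enzyme for full effect; nearly all actives have a fitted effect of over 20% in size; some results filed as inactive show a strong effect at the top dose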
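20 mM phosphate pH 7.0 + 0.01% (detergent screen) or 0.0001% Triton X-100; 5.3 nM AmpC reagent; cpd preinc 15 min RT; nitrocefin (800 uM stock) to start; A480 q20 s × 4 min; Activity was normalised to no-enzyme and no-compound control wells.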
* marks the source's active call; other numbers are inactive results; ? = inconclusive; . = not tested or not shown; [ ] = another dose, or the depositor's remark. Unless noted, calls follow the shape of the dose curve; as a rule, active = well fitted curve in the direction sought with a large enough effect; inconclusive = small, poorly fitted or top-dose-only effect, or another doubt; inactive = no such curve, though single readings can be large; an effect the other way counts as inactive or inconclusive. Unless noted, % is scaled to controls: 0 for no effect and ±100 for the full control effect.

| canonical_smiles | AmpC inh detg | Tb PYK inh | HCV inh | AMA1-RON2 inh | LmPK inh | HCMV inh | AmpC no deterg |
| --- | --- | --- | --- | --- | --- | --- | --- |
| COc1cc(CNCc2ccccn2)ccc1OCC(=O)NC1CCCCC1 | -4.3% | -1.0% | 10.2% | 18.6% | 0.4% | -18.7 | -9.3% |
| Cc1ccc(Cc2cn3cc(-c4ccc(F)cc4)nc3s2)cc1 | 21.5% | -3.1% | . | . | . | 34.9 | . |
| Cc1nn(CC(=O)NCCCc2ccccc2)c(C)c1[N+](=O)[O-] | 1.0% | -1.7% | 5.4% | -10.0% | 0.8% | -22.5 | -25.5% |
| CCCCn1c(SCc2ccc(Cl)cc2)nc2c1c(=O)[nH]c(=O)n2C | -11.4% | -14.8% | 7.2% | -2.7% | 5.9% | 34.0 | -8.2% |
| Cc1ccc(C(=O)NNCC(=O)Nc2ccc(Cl)cc2F)cc1 | . | -10.0% | 4.6% | 18.3% | . | -19.6 | -12.5% |
| COc1ccc(N2CCN(C(c3cc(OC)ccc3OC)c3nnnn3CC3CCCO3)CC2)cc1 (stereo unspecified) | ? | -8.4% | -1.9% | -29.7% | 1.8% | 34.5 | 138.0%[activator] |
| Cn1cnc2c(=O)sc3ccccc3c21 | . | -9.2% | -8.8% | -2.2% | . | -35.2 | . |
| Cc1nc(SCc2ccccc2Cl)c(C#N)c(C)c1C | 2.9% | -2.7% | . | . | . | -39.7 | . |
| O=C(NCC1CC1)C1Cc2c(-c3ccc(Cl)cc3)ccnc2O1 (stereo unspecified) | . | 4.0% | . | 0.0% | . | -27.6 | . |
| Cn1ccc(C(=O)Nc2cccnc2Cl)n1 | 1.5% | 6.1% | 2.4% | -7.6% | -10.6% | 39.3 | -7.8% |
| Cc1noc(C)c1S(=O)(=O)N(Cc1ccccc1)C(C)C | 8.3% | 2.5% | 25.1% | 28.1% | 1.4% | 5.1 | -5.7% |
| [O-][N+](=Cc1ccccc1)c1ccc(Cl)cc1 | . | -19.5% | 24.1% | -5.6% | . | -0.2 | . |
| Cc1cc2ccccn2c1C(=O)c1ccc(NN)c([N+](=O)[O-])c1 | 3.3% | -6.0% | -20.6% | -19.5% | 8.0% | ? | -47.2% |
| CCc1nc(SCC(=O)c2cccs2)c2oc3ccccc3c2n1 | ? | . | ? | -8.4% | 0.0% | 35.5 | 29.5% |
| COCCNc1nnc(Cc2ccccc2)c(=O)[nH]1 | -9.6% | -1.6% | 21.4% | 0.0% | -7.5% | -3.9 | -2.9% |
| Cc1cccn2c(=O)c(/C=C(\C#N)c3nc4ccccc4s3)c(Oc3ccc(Br)cc3)nc12 | -4.9% | -26.6% | . | . | . | -3.2 | . |
| CCOc1cc(C)c(C(C)C)cc1S(=O)(=O)N1CC(C)OC(C)C1 (stereo unspecified) | -0.5% | 1.4% | -22.8% | 0.6% | 2.5% | -20.4 | 66.7%[activator] |
| Cc1cccc(/C=N/NC(=O)c2ccc(NC(=O)c3ccc(Cl)cc3)cc2)n1 | -12.2% | 4.5% | ? | 25.2% | 1.1% | 7.0 | -45.9% |
| Cc1cccc(C)c1NC(=O)Cn1cc(C(=O)c2ccco2)c2ccccc21 | 25.0% | -8.0% | . | . | . | -9.5 | . |
| CCc1ccc(OC2=NS(=O)(=O)c3ccccc32)cc1 | -4.5% | -4.4% | 11.3% | -4.5% | -0.4% | 13.2 | -4.2%[2.29 µM] |
| Cc1cc(C)cc(CN2CCC(Oc3ccc(C(=O)N4CCCC4)cc3)CC2)c1 | ? | 4.1% | -17.1% | 0.0% | -5.5% | 10.7 | 167.1%[activator] |
| C#CCN1C(C)=CC(=O)[C@@H](O)[C@H]1c1ccccc1Br | . | -4.4% | -13.4%[8.37 µM] | -1.2% | . | 12.0 | . |
| Cc1cc(N(C)C)nc(SC(C)C)n1 | 2.5% | 1.3% | ? | 0.8% | 0.5% | -20.7 | -4.4% |
| CCOC(=O)c1c(NC(C)=O)sc2c(OC)cccc12 | ? | 1.3% | ? | -2.1% | -1.1% | -21.4 | -28.4% |
| Cc1ccc(NCC(=O)N/N=C/c2cccc(Br)c2)cc1 | 3.2% | 0.2% | 0.6% | -5.1% | 3.6% | -33.0 | -28.4% |

Four entries from above, field by field.
compound: Cc1ccc(Cc2cn3cc(-c4ccc(F)cc4)nc3s2)cc1
  AmpC inh detg = 21.5%
  Tb PYK inh = -3.1%
  HCV inh = .
  AMA1-RON2 inh = .
  LmPK inh = .
  HCMV inh = 34.9
  AmpC no deterg = .
compound: Cc1nn(CC(=O)NCCCc2ccccc2)c(C)c1[N+](=O)[O-]
  AmpC inh detg = 1.0%
  Tb PYK inh = -1.7%
  HCV inh = 5.4%
  AMA1-RON2 inh = -10.0%
  LmPK inh = 0.8%
  HCMV inh = -22.5
  AmpC no deterg = -25.5%
compound: CCCCn1c(SCc2ccc(Cl)cc2)nc2c1c(=O)[nH]c(=O)n2C
  AmpC inh detg = -11.4%
  Tb PYK inh = -14.8%
  HCV inh = 7.2%
  AMA1-RON2 inh = -2.7%
  LmPK inh = 5.9%
  HCMV inh = 34.0
  AmpC no deterg = -8.2%
compound: Cc1ccc(C(=O)NNCC(=O)Nc2ccc(Cl)cc2F)cc1
  AmpC inh detg = .
  Tb PYK inh = -10.0%
  HCV inh = 4.6%
  AMA1-RON2 inh = 18.3%
  LmPK inh = .
  HCMV inh = -19.6
  AmpC no deterg = -12.5%

Other structures:
Second line of a record – AmpC inh detg	Tb PYK inh	HCV inh	AMA1-RON2 inh	LmPK inh	HCMV inh	AmpC no deterg
COc1c2ccoc2c(OC[C@@H](O)C(C)(C)OC)c2oc(=O)ccc12
→ -1.1%	1.9%	-0.7%	-2.9%	-2.1%	5.3	-26.6%
COc1cccc(C(=O)C2CCCN(Cc3ccc(OC)c(Cn4cncn4)c3)C2)c1 (stereo unspecified)
→ 5.1%	4.3%	?	0.0%	1.6%	0.0	8.2%
Cc1cc(C)cc(Cn2cc(CN3CC(N4CCCCC4)CS3(=O)=O)nn2)c1 (stereo unspecified)
→ .	3.9%	.	-11.8%	.	-0.3	.
COc1ccc(C)cc1-n1nnnc1SCc1cc(=O)n2cc(C)ccc2n1
→ 1.9%	-5.2%	?	2.2%	2.8%	-71.9*	10.8%
CCOc1ccc(-c2cn[nH]c2N)cc1
→ ?	-3.3%	-6.0%	-1.6%	-0.7%	30.6	0.7%
COc1ccc(NC(=O)CN2CCN(S(=O)(=O)N3CCCCCC3)CC2)cc1
→ 5.7%	-5.4%	-5.9%	-2.4%	-1.3%	-29.0	31.9%
O=C(CSc1nc2ccccc2c(=O)[nH]1)N1CCOCC1
→ 3.2%	0.0%	26.3%	-6.2%	-10.7%	7.3	-10.8%
O=C(OCc1ccc(C(=O)c2ccccc2)cc1)c1cccc(-c2nnc(-c3ccccc3)o2)c1
→ 6.1%	-2.2%	14.1µM*	1.5%	-5.1%	?	-6.3%
CC(C)(C)NC(=O)NC(=O)COc1ccccc1C#N
→ -23.2%	5.5%	-2.0%	-3.6%	-13.5%	105.2	-4.2%
Cc1ccc(CNC(=O)C2CSC3(C)CCC(=O)N23)cc1 (stereo unspecified)
→ .	0.6%	-15.3%	0.3%	.	?	-0.9%

The list continues.
Second line of a record – AmpC inh detg	Tb PYK inh	HCV inh	AMA1-RON2 inh	LmPK inh	HCMV inh	AmpC no deterg
CN(C)S(=O)(=O)c1ccc(C(=O)NCC[N+]2(C)CCCCCC2)o1
→ -14.2%	-3.5%	-3.0%	-26.9%	-0.7%	7.6	-17.9%
COc1ccc(CCNC(=O)CN(C2CCCCC2)S(C)(=O)=O)cc1OC
→ -12.1%	0.5%	7.7%	2.1%	-6.3%	-3.7	26.3%
Cc1ccc2ccc(C3C(=O)c4ccccc4C3=O)nc2c1
→ .	-1.5%	?	-6.6%	.	114.9	.
O=C(CSc1nc2ccccc2o1)NCC1CCCO1 (stereo unspecified)
→ -7.4%	-2.7%	-9.5%	0.0%	.	-10.3	-12.2%
COc1ccc(-c2nc(-c3ccccn3)no2)cc1
→ -2.3%	?	-21.9%	13.0%	1.58µM*	-94.4*	-9.3%
CCN1CCN(C(=S)c2ccc(OCC(=O)N3CCOCC3)cc2)CC1
→ -12.8%	-6.5%	3.4%	4.5%	1.7%	30.1	-10.4%
O=C(Nc1cccc(C(=O)N2CCOCC2)c1)C1CCCC1
→ .	-0.8%	1.5%	-2.9%	.	-31.9	.
CC(C)C1NC(=S)N(C2CCCCC2)C1=O (stereo unspecified)
→ ?	-20.4%	5.6%	-2.5%	0.7%	-9.7	-6.5%
CCCNC(=O)c1cc2c(c(-c3cccc(-c4ccccc4F)c3)n1)[C@@H](CCO)N(C(=O)CC1CC1)C2
→ .	0.4%	.	7.5%	.	?	.
Cc1ccc(/C=C/C(=O)c2nc3ccccc3[nH]2)cc1
→ -8.7%	0.4%	?	9.4%	-19.2%	69.3	-40.7%

Next results
Second line of a record – AmpC inh detg	Tb PYK inh	HCV inh	AMA1-RON2 inh	LmPK inh	HCMV inh	AmpC no deterg
N#CC1=C2SCN(Cc3ccco3)CN2C(=O)CC1c1ccc(Cl)cc1 (stereo unspecified)
→ -15.7%	?	-16.5%	3.3%	-3.9%	-1.9	-28.1%
Cc1ccc(S(=O)(=O)N2CCN(S(C)(=O)=O)C2)cc1
→ 0.1%	-18.3%	7.4%	18.8%	-0.2%	29.8	-5.9%
Cc1ccc(OCCCC(=O)Nc2nnc(C3CCCO3)s2)c(C)c1 (stereo unspecified)
→ 2.2%	-5.5%	15.3%	8.0%	0.9%	?	-19.7%
Cc1cccc(NC(=O)CC(=O)Nc2cccc(C)c2)c1
→ -6.4%	-4.0%	28.0%	14.4%	2.7%	11.5	-14.3%
CCn1c(SCC(=O)Nc2nnc(C)s2)nnc1-c1ccncc1
→ -2.6%	1.0%	6.1%	-3.3%	1.7%	-13.7	-5.6%
S=C1COC(c2ccccc2)N1c1ccccc1 (stereo unspecified)
→ -10.6%	-2.9%	16.3%	8.3%	0.1%	34.4	-7.8%
Cc1cccc(-n2c(-c3ccco3)nc3ccccc3c2=O)c1C
→ 9.2%	3.0%	9.6%	8.1%	2.3%	-75.7*	7.0%[2.29 µM]
CCN(CC(=O)Nc1cc(S(=O)(=O)N2CCCCC2)ccc1C)Cc1ccccc1
→ -12.5%	-2.0%	?	-3.1%	.	-24.6	-13.5%
CCOC(=O)c1cc(-c2csc(-c3ccc(C(C)(C)C)cc3)n2)on1
→ 0.7%	4.4%	-5.4%	-8.2%	3.0%	-4.3	-23.3%
COc1ccc(-c2cn(-c3ccc(C)cc3C)c(=O)[nH]2)cc1OC
→ ?	-8.0%	11.2µM*	13.8%	1.7%	-30.7	-15.6%
